Compound activity: PubChem BioAssay, National Center for Advancing Translational Sciences (NCATS)
TDP1 cell CPT: growth inhibition of DT40 Tdp1-/-;hTDP1 cells with camptothecin (screen for TDP1 inhibitors). chicken DT40 Tdp1-/-;hTDP1 cells + 20 nM CPT, ATP luminescence, 48 h. Potency, µM (doses to about 46.2 µM), inactives show top-dose activity change, negative = growth inhibition, hits mostly inhibitors. actives 12% (n = 420,000); further: nearly all actives have a fitted effect of over 55% in size
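Cell growth measured by CellTiter-Glo luminescence after a minimum 48 h, 37 C compound exposure with 20 nM CPT in Tdp1-knockout DT40 cells stably expressing hTDP1, seeded 400/well; qHTS titration format.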
DT40 TDP1 no CPT: qHTS for Inhibitors of human tyrosyl-DNA phosphodiesterase 1 (TDP1): qHTS in cells in absence of CPT; DT40 Tdp1-/- hTDP1 cells, no CPT, ATP luminescence, 48 h; actives 15% (n = 420,000); Potency, µM (titrated, usually from 46.2 µM), for the others: at the top dose activity change, negative = growth inhibition, actives largely listed as inhibitors; further: nearly all actives have a fitted effect of over 55% in size
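Camptothecin absent (DMSO only). Human TDP1-complemented DT40 knockout cells, 400 cells/well, 37 °C for minimum 48 hr; ATP measured via CellTiter-Glo, 30 min dark incubation, luminescence.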
KAT2A inh: GCN5L2 (KAT2A) acetyltransferase inhibition | Q92830 | Potency, µM (highest dose often 58.9 µM), for inactives: at the highest dose activity change, negative = inhibition, hits mostly inhibitors | GCN5L2 HAT assay, ThioGlo1 CoA-SH fluorescence | actives 0.21% (n = 390,000)
Target sequence (Q92830 whole entry, looked up): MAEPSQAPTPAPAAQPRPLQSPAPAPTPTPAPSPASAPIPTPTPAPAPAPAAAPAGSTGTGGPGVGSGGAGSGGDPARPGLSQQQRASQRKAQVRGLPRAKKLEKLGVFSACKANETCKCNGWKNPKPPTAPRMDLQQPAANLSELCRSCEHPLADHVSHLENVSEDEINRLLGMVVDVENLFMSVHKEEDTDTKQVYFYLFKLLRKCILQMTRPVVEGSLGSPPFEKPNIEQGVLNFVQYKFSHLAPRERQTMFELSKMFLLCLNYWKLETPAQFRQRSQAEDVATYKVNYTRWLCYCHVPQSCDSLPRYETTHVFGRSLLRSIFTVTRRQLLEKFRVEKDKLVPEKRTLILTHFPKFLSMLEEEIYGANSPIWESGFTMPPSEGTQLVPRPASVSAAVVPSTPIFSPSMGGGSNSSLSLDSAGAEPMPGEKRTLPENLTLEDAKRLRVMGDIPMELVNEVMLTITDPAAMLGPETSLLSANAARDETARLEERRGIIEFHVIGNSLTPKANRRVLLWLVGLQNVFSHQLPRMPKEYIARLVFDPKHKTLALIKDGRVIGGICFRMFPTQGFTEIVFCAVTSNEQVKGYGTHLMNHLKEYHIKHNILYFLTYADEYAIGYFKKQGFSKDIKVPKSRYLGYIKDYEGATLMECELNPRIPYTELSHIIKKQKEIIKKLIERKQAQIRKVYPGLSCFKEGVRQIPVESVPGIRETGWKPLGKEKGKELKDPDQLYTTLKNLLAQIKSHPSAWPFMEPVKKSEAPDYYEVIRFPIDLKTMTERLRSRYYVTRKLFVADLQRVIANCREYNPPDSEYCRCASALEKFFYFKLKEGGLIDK
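GCN5L2 (20nM final) in 50mM HEPES, 0.1mM EDTA pH 7.5, 0.01% Tween-20 was preincubated 15 min at room temperature with compound, then given ThioGlo1 (50uM), H3(1-25) peptide (75uM) and acetyl-CoA (70uM); CoA-thiol fluorescence (Ex340/Em540) was read at 0 and 20 min.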
* = called active by the depositor; ? = inconclusive; nt = no result given; & = joins results of further samples; ! = not confirmed by another sample. The call rests on the fitted dose curve; in most records, active means well fitted curve in the direction sought with a large enough effect; inconclusive means small, poorly fitted or top-dose-only effect, or another doubt; inactive means no such curve, though single readings can be large; an effect the other way counts as inactive or inconclusive. On the % scale 0 is the no-effect control and ±100 the full control effect; potency means the concentration at half of the fitted maximal effect. This is a subset (hit frequency here may not be typical).

The opening 6 records as a preview:
structure,TDP1 cell CPT,DT40 TDP1 no CPT,KAT2A inh
N#Cc1ccccc1NC(=O)CSc1n[nH]c(=O)n1C1CC1,12%,-5%,1%
O=C(CNS(=O)(=O)c1ccccc1)NCC(=O)OCc1ccccc1F,-28%,-1%,3%
O=C1C2C3C=CC(C3)C2C(=O)N1CCCCN1C(=O)C2C3C=CC(C3)C2C1=O (centres undefined),-5%,?,-1%
COC(=O)C1=C(C)OC(N)=C(C#N)C1c1ccco1 (centres undefined),-1%,-16%,2%
O=S(=O)(NCc1ccco1)c1ccc(Cl)s1,-8%,-22%,3%
CNC(=O)NC(=O)C(OC(=O)Cc1cccc(C(F)(F)F)c1)c1ccccc1 (centres undefined),-24%,0%,-2%

The whole of this part, from the first entry:
structure,TDP1 cell CPT,DT40 TDP1 no CPT,KAT2A inh
N#Cc1ccccc1NC(=O)CSc1n[nH]c(=O)n1C1CC1,12%,-5%,1%
O=C(CNS(=O)(=O)c1ccccc1)NCC(=O)OCc1ccccc1F,-28%,-1%,3%
O=C1C2C3C=CC(C3)C2C(=O)N1CCCCN1C(=O)C2C3C=CC(C3)C2C1=O (centres undefined),-5%,?,-1%
COC(=O)C1=C(C)OC(N)=C(C#N)C1c1ccco1 (centres undefined),-1%,-16%,2%
O=S(=O)(NCc1ccco1)c1ccc(Cl)s1,-8%,-22%,3%
CNC(=O)NC(=O)C(OC(=O)Cc1cccc(C(F)(F)F)c1)c1ccccc1 (centres undefined),-24%,0%,-2%
O=C(CSc1nnc2sc3ccccc3n12)c1ccco1,-2%,-12%,-11%
O=C(CSc1nc2ccccc2o1)N/N=C/c1ccc(O)c(O)c1,18µM*,21µM*,-14%
CC(=O)Nc1ccc(S(=O)(=O)NC(CC(=O)O)c2ccc(OC(C)C)cc2)cc1 (centres undefined),-1%,-29%,-1%
Cn1nc(OCC(N)=O)ccc1=O,2%,-12%,2%
Cc1cccc(NC(=O)C2CCCN(c3nc(C)cc(C)n3)C2)c1 (centres undefined),-25%,-25%,-1%
COCCN(CCOC)S(=O)(=O)c1ccc(C(=O)Nc2nnc(COC)o2)cc1,-11%,12%,-10%
COc1ccccc1N1CCN(C2CCN(C(=O)COc3ccccc3)CC2)CC1,-12%,8%,-3%
CCOc1ccccc1N1CCN(c2nc3ccccc3nc2C(C#N)C(=O)OC)CC1 (centres undefined),23µM*,15µM*,-2%
Cc1cc(OCC#N)nc(N)n1,-12%,?,2%
CC(=O)c1oc2ccccc2c1NC(=O)CN1CCCCC1,?,?,3%
COc1ccc(N2CCN(C(=O)CCC(=O)NNc3nc4ccccc4c4nc(C)nn34)CC2)cc1,?,?,-1%&1%
O=C(Nc1nsc(-c2ccccc2)n1)c1ccncc1,2%,-27%,0%
COc1cc2oc(=O)c(CC(=O)NCCc3ccccc3F)c(C)c2cc1OC,1%,-16%,-25%
C/C(=N\Nc1ccc(Cl)c(C(=O)O)c1)c1ccc2c(c1)OCO2,6%,7%,-9%
CCOC(=O)[C@]12CCCC=C1N(Cc1ccc(Cl)cc1Cl)C(=O)[C@H](CC(=O)N1CCSCC1)C2,-3%,-25%,nt
COc1ccccc1CN1[C@@H](CC(C)=O)c2cc(C(F)(F)F)ccc2S1(=O)=O,?,?,nt
COc1ccc(S(=O)(=O)NCCC(=O)NC2CCCCCCC2)cc1,-30%,-23%,-1%
Cc1ccc(-c2cc(-c3n[nH]c(=S)n3C)c3ccccc3n2)cc1,?,?,-18%
COCCCn1nnnc1SCC(=O)Nc1ccc2c(c1)OCCO2,-8%,7%,-21%
Brc1ccc(-n2cc(-c3ccccc3)c3c(NN4CCOCC4)ncnc32)cc1,18µM*,?,-2%
O=C(CN1C(=O)c2ccccc2C1=O)NCC1Cc2cccc(-c3ncccn3)c2O1 (centres undefined),1%,-11%,nt
COc1cc(/C=C/C(=O)O)cc(OC)c1,-13%,9%,-16%
O=C(c1ccc2c(c1)OCO2)N1CCN(c2cccc(C(F)(F)F)c2)CC1,18µM*,21µM*,-3%
COc1ccccc1N1CCN(C(=O)c2ccc(N(C)S(=O)(=O)c3ccccc3)cc2)CC1,?,?,-8%
CC(=O)O[C@]1(C(C)=O)CC[C@H]2[C@@H]3C=C(C)C4=CC(=O)CC[C@]4(C)[C@H]3CC[C@@]21C,?,23µM*!,-10%&-2%
CCOC(=O)C1=C(Nc2ccc(C)cc2)CC(C)(O)C(C(=O)OCC)C1c1ccccc1 (centres undefined),?,?,?
O=C(NCCCNC(=O)c1cnccn1)c1ccc(Cl)cc1,23%,2%,-1%
CCOC(=O)c1cn(CC)c2cc(N3CCOCC3)c(F)cc2c1=O,4%,?,-1%
COc1ccc(-n2ncc3c(NCC(C)C)ncnc32)cc1,?,?,-3%
COc1cc(C2NC(=O)c3c(sc4c3CCN(C)C4)N2)ccc1OC(=O)c1ccccc1 (centres undefined),?,?,-8%
CCC(C)NC(=O)c1ccccc1-c1ccccc1C(=O)NC(C)CC (centres undefined),-1%,-4%,4%
COc1ccc([N+](=O)[O-])cc1NC(=O)C1(c2ccccc2)CCOCC1,11%,-26%,-7%
Cc1ccc2[nH]c(CNC(=O)C3CCCCC3)cc2c1,14%,-6%,15%
Cc1cccc(N2CCN(C(=O)CSc3ccc4c(c3)OCCO4)CC2)c1C,-21%,-24%,-10%
Cn1c(Oc2ccccc2)nc2c1c(=O)n(Cc1ccc(Cl)cc1Cl)c(=O)n2C,15µM*,16µM*,0%
COCCSc1ccccc1C(=O)NCc1cccnc1,8%,-15%,-21%
O=C(CCc1nc2ccccc2[nH]1)NCc1ccc2c(c1)OCO2,-6%,-17%,1%
CCC1=Nc2cc(C(=O)NC3CCC(C)CC3)ccc2Sc2ccc(C)cc21 (centres undefined),1.3µM*,0.65µM*,-14%
CCCCCCCCNS(=O)(=O)CCNCc1ccccc1OC,?,21µM*,nt
Cc1cc(C)nc(N2C(=O)CC(Cc3ccc(Cl)cc3)C2=O)n1 (centres undefined),22%,-7%,1%
Cn1c(NC(=O)Cc2cccc3ccccc23)cc(=O)n(C)c1=O,-27%,-29%,0%
Oc1ccc(/C=N/Nc2nc(-c3cccnc3)nc3ccccc23)c(O)c1,23µM*,4.1µM*,2%
CN(C(=O)CC1C(=O)NCCN1C/C=C/c1ccccc1)C1CCOCC1 (centres undefined),9%,-1%,-5%
CCc1nnc(NC(=O)/C=C/c2ccco2)s1,-3%,-2%,-7%
CC(=O)CC(C)(C)S(=O)(=O)c1ccc(Oc2ccc(S(=O)(=O)C(C)(C)CC(C)=O)cc2)cc1,1%,-1%,-1%
Cc1c(C)n(CCC(=O)O)c2ccccc12,-9%,-6%,-8%
N#CC1(c2ccc(NC(=O)c3ccccc3F)cc2)CCCC1,?,?,2%
COc1ccc(/C=N/NC(=O)c2ccc(CSc3nncn3C)cc2)cc1OC,8%,-5%,-3%
COc1ccc(-c2noc(C3CC(=O)N(c4ccc5c(c4)OCCO5)C3)n2)c(OC)c1 (centres undefined),?,?,-5%
Cc1cccc(N(C)C(=O)Cn2c(=O)oc3cc(S(=O)(=O)N4CCCCC4)ccc32)c1,0%,-11%,-4%
CCn1c(C)cc(/C=C2/SC(=S)NC2=O)c1C,16%,-6%,1%
CCNCc1cc(Cl)c(OCc2ccccc2)c(OCC)c1,?,?,0%
Cc1nnc(SCC(=O)N2CCOCC2)s1,-24%,-6%,-9%
Cc1noc(C)c1-c1ccc(C(=O)Nc2ccc(C(C)C)cc2)c2occc12,12µM*,10µM*,nt

The listing continues.
structure,TDP1 cell CPT,DT40 TDP1 no CPT,KAT2A inh
CC1(C)C(=O)Nc2ccccc2N1C(=O)CSc1nnc2ccccn12,6%,-3%,-3%
COc1ccccc1/C=C/C(=O)N1CCC(c2ccccc2)C1 (centres undefined),?,?,-4%
CCC(C)c1ccc2oc(-c3ccc(NC(=O)Cn4cnc5c(=O)n(C)c(=O)n(C)c54)cc3)nc2c1 (centres undefined),21µM*,15µM*,2%
O=[N+]([O-])c1cc(-c2nc(-c3ccco3)no2)ccc1NCc1ccccc1,-1%,?,-6%
O=C(COC(=O)/C=C/c1cccs1)Nc1ccccc1Cl,-3%,-1%,-2%
O=C(Nc1ccccc1N1CCOCC1)c1ccc([N+](=O)[O-])s1,16µM*,16µM*,-3%
COc1ccc2c(c1)O[C@H](c1ccc3c(c1)OCO3)[C@@H](O)C2=O,21µM*,?,0%
CCN(CC)C(=O)[C@H]1CC(CC(=O)NCCCOC)C(=O)N2CCc3c([nH]c4ccccc34)[C@]12C (some centres undefined),0%,-7%,-2%
Cn1c(=O)n(C)c2cc(S(=O)(=O)NCc3ccccc3)ccc21,?,?,3%
Fc1ccc(CNc2nc(-c3ccccc3)nc3ccccc23)cc1,?,?,-7%
O=C(NCc1nc2ncc(Br)cc2[nH]1)c1ccccc1,-8%,-23%,-4%
CC(=O)N1c2ccc(S(=O)(=O)N3CCCCCC3)cc2CC1C(=O)NC(C)C (centres undefined),-17%,-5%,21%
CCCN(Cc1cccs1)C(=O)Nc1cc(OC)ccc1OC,?,?,-14%
CCOc1cc(C(=O)NCCc2sc(-c3ccc(F)cc3)nc2C)cc(OCC)c1OCC,?,?,-3%
COc1ccc(Cl)cc1S(=O)(=O)NC(C)C(=O)NCCCn1ccnc1 (centres undefined),-3%,-15%,-3%
CN1C(=O)[C@@H]2[C@H](C1=O)[C@@H]1C(=O)Nc3ccccc3C(=O)N1[C@@H]2c1ccc(F)cc1,5%,3%,-5%
O=C(CCS(=O)(=O)c1ccc(Br)s1)Nc1cc(C(F)(F)F)cc(C(F)(F)F)c1,15µM*,21µM*,-23%
N#CC(C#N)=C1NC2(CCCC2)Cc2ccccc21,?,?,-6%
C[C@@H]1[C@H]2CCCC[C@H]2CN(C(=O)OC(C)(C)C)[C@@H]1c1cn(Cc2ccccc2)c2ccc(F)cc12,?,16µM*,-15%
CCc1nc2ccc(C(=O)NCCN3CCNC3=O)cn2c1N(CCC(C)C)CCN(C)C,-16%,5%,nt

Quoted at random: 2 records from the list, in no set order.
structure,TDP1 cell CPT,DT40 TDP1 no CPT,KAT2A inh
O=[N+]([O-])c1cc(-c2nc(-c3ccco3)no2)ccc1NCc1ccccc1,-1%,?,-6%
Fc1ccc(CNc2nc(-c3ccccc3)nc3ccccc23)cc1,?,?,-7%

Continuation:
structure,TDP1 cell CPT,DT40 TDP1 no CPT,KAT2A inh
CN(C)CCC1CCN(c2cc(C#N)c(C#N)cc2[N+](=O)[O-])CC1,-18%,-16%,0%
CCOc1ccc(CCNC(=O)COC(=O)CNS(=O)(=O)c2ccc(C)cc2)cc1OCC,6%,4%,-1%
O=C(O)c1ccc2c(=O)[nH]c(CN3CCOCC3)nc2c1,8%,-3%,-1%
CCCn1c(SCC(=O)NC2CCCc3ccccc32)n[nH]c1=O (centres undefined),10%,-16%,-9%
CC(C)Cc1c2c([nH]c(=S)c1C#N)CCCC2,-6%,?,2%
Cc1cc(NC(=O)CN(C)S(=O)(=O)c2cccc(Cl)c2)no1,3%,8%,-6%
O=C(NOCC1CC1)c1ccc(F)c(F)c1Nc1ccc(I)cc1Cl,?,15µM*,nt
CCOC(=O)c1cnc2c(OC)cccc2c1N1CCN(c2ccc(OC)cc2)CC1,?,16µM*,-12%
Cc1nc2ccc(NC(=S)NCc3ccccc3)cc2nc1C,-26%,-28%,-4%
CCc1nc2ccc(C(=O)N3CCN(C(C)=O)CC3)cn2c1N(C)C(=O)c1cccc(OC)c1,-1%,0%,nt
COc1ccc(C(=O)N2CCN(Cc3ccc(OC)c(OC)c3)CC2)cc1,3%,-11%,-1%
Cc1ncc(S(=O)(=O)c2ccccc2)c(-c2ccccc2Cl)n1,-1%,6%,-18%
COc1cc(C(N)=O)ccc1OCc1ccccc1,3%,-5%,nt
COc1ccc(CNC(=O)COC(=O)CNC(=O)c2sc3ccccc3c2Cl)cc1OC,-16%,6%,-6%
